HIF act = HIF pathway transcriptional activation. activation, % at 7.5 µM (by protocol). U2OS HRE-luciferase reporter, luminescence; normalized: DMSO 0%, desferrioxamine 100%. actives 0.32% (n = 300,000);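 active = mean activation of at least 10% of the iron chelator positive control signal, with at least half of replicates also reaching 10%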
MrgX1 antagonist = blocks BAM8-22 activation of human MrgX1 receptor; MRGX1-HEK293 calcium flux, Fluo-4, BAM8-22 antagonism; hits give low values; B-score at 10 µM; actives 1.3% (n = 310,000);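 active = calcium-response B-score plate-corrected more than 3 library SD below zero, starting fluorescence within 5 deviations, no agonist response on first addition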;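 note: peak minus trough fluorescence over baseline after final BAM8-22 challenge near maximal dose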
Target sequence (Q96LB2 whole entry, looked up): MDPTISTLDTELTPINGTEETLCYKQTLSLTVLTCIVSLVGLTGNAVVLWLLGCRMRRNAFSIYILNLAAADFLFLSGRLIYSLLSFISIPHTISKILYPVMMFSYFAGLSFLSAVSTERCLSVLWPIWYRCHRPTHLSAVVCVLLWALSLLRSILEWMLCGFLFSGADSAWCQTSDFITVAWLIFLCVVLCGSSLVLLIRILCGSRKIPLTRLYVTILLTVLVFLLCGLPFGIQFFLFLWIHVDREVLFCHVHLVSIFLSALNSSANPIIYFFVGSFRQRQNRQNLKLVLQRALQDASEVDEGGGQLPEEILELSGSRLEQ
TRPC6 inhibitor = blocks the mouse TRPC6 cation channel. Q61143. HEK293-TRPC6, membrane potential dye, ACh-evoked depolarization; hits give low values. B-score at 10 µM. actives 1.1% (n = 310,000);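 active = B-score under library mean minus 3 SD, initial fluorescence not abnormally high, positive integrated signal ratio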;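 note: B-score derived from integrated fluorescence ratio over the kinetic read; more negative B-score means stronger inhibition of depolarization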
aSyn 5UTR inh = 5' untranslated region of α-synuclein, MLPCN primary screen | alpha-synuclein 5'UTR reporter, inhibitor activity | inhibition, % (tested at 7.5 µM) | actives 0.82% (n = 300,000); in the data active = inhibition above about 60%;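 note: H4 neuroglioblastoma cells stably carrying SNCA 5'UTR luciferase fusion; 0% = DMSO wells and 100% = positive control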
SKKanGAS inh = SKKanGAS growth inhibition; AID 1662; S. pyogenes SKKanGAS, kanamycin growth, BacTiter-Glo, 6 h; actives 1.3% (n = 300,000); inhibition, % at 7.5 µM;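 active = mean replicate score, as percent of positive control median, at least 50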;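 note: strain carries kanamycin resistance gene driven by streptokinase promoter and grows in 40 µg/ml kanamycin; loss of luminescence reflects streptokinase promoter inhibition or plain growth inhibition; 0% = median of DMSO wells and 100% = positive control at its reference dose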
TRPC6 activator = activates the mouse TRPC6 cation channel; B-score at 10 µM; actives 0.13% (n = 310,000); Q61143; HEK293-TRPC6 membrane potential dye fluorescence; hits give high values;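 active = B-score of the integrated fluorescence ratio above library mean plus 3 SD, and starting fluorescence ratio within library mean plus 5 SD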;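 note: higher score means more depolarization so channel activation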
TRPC4 block = blocks the mouse TRPC4 cation channel. Q9QUQ5. actives 0.39% (n = 300,000). HEK293 TRPC4beta/mu-opioid, DAMGO-evoked Fluo4 calcium flux; hits give low values. B-score at 10 µM;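 active = B-score over 3 SD under the library average, no early fluorescence shift, positive overall ratio signal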
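System: stable TRPC4beta/mu-opioid receptor HEK293 cells; Dosing: single-point compound dosing; Measured by: Fluo4 Ca2+ flux fluorescence; Read-out basis: per-well B score of integrated baseline-normalized Fluo4 ratio.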
KLF5 inh = suppresses KLF5 promoter-driven expression; DLD-1 KLF5 promoter-luciferase reporter, luminescence; inhibition, % at 5 µM; actives 0.23% (n = 290,000);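 active = inhibition above a per-plate limit of that plate's mean compound inhibition plus 3 SD, cut at about 60% in these data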;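 note: 0% = DMSO wells and 100% = LY294002 at 200 µM; higher means less KLF5 promoter-driven luciferase light; inactives centre near -14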
TRPC4 potent = TRPC4 (mouse) allosteric potentiation | B-score at 10 µM | HEK293 TRPC4beta/mu-opioid, DAMGO EC20, Fluo-4 Ca2+ flux; hits give high values | Q9QUQ5 | actives 0.42% (n = 310,000);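 active = B-score of calcium response area above 5 SD of library B-scores, with initial fluorescence ratio within 5 SD of library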;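 note: B-score of integrated fluorescence ratio over time as area under calcium response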
IEC-6 cytotox = kills IEC-6 intestinal cells in KLF5 counter-screen | IEC-6 cytotoxicity, luminescence viability | inhibition, % at 5 µM | actives 0.78% (n = 290,000) | AID 1825; in the data active = inhibition above about 22%;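 note: 0% = plate median of test compound wells and 100% = cytotoxic reference compound wells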
TRPC4 act = TRPC4 (mouse) channel activation. HEK293 TRPC4beta/mu-opioid, Fluo4 calcium fluorescence; hits give high values. B-score at 10 µM. actives 0.49% (n = 310,000). AID 2237;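 active = B-score above 5 SD of library B-scores, and initial fluorescence ratio not above library mean plus 5 SD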;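 note: positive B-score marks a calcium rise read as TRPC4 activation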
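Assay system – TRPC4beta and mu-opioid receptor HEK293 stable cells · Measured by – Fluo4 fluorescence, kinetic · Schedule – dye loading 45 min room temperature, 110 s kinetic read · Read-out – B-scored integrated calcium fluorescence ratio · Controls – buffer and maximal DAMGO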
* marks the source's active call; other numbers are inactive results; i = inactive; . = no result given.

SMILES | HIF act | MrgX1 antagonist | TRPC6 inhibitor | aSyn 5UTR inh | SKKanGAS inh | TRPC6 activator | TRPC4 block | KLF5 inh | TRPC4 potent | IEC-6 cytotox | TRPC4 act
c1ccc(Cn2nnnc2C(c2ccccn2)N2CCOCC2)cc1 (stereo unspecified) | -0.3 | i | i | -2 | -4 | i | i | -36 | i | -1 | i
COC(=O)c1cc2ccsc2n1Cc1cc(=O)n2ccccc2n1 | 0.4 | i | -5.8* | 4 | 5 | i | i | -27 | i | 4 | i
CCOc1ccccc1NC(=O)C1CCN(c2ccc(S(=O)(=O)N3CCCC3)cc2)CC1 | -0.7 | i | i | 17 | 7 | i | i | 12 | i | -4 | i
O=C(C[N+]1(CC#Cc2ccccc2)CCCCC1)c1ccccc1 | 0.0 | i | i | -23 | -4 | i | i | -7 | i | 2 | i
C=CCN(c1ccccc1)S(=O)(=O)c1cccc(C(=O)Nc2cccc(C)n2)c1 | -1.2 | i | i | 9 | -5 | i | i | . | i | . | i
COc1ccccc1C(=O)Nc1ccc(C(=O)/C=C/c2cccs2)cc1 | 0.9 | i | i | -40 | 2 | i | i | -23 | i | -11 | i
CCC(=O)NCCCCCCNC(=O)CC | -0.2 | i | i | 10 | 4 | i | i | -35 | i | -2 | i
COc1ccc2nc(NNC(=O)COc3ccccc3)sc2c1 | -0.4 | i | i | -41 | -3 | i | i | 3 | i | 3 | i
CC1Sc2ccc(S(=O)(=O)N3CCC(C(=O)NCc4ccco4)CC3)cc2NC1=O (stereo unspecified) | -0.1 | i | i | 30 | -3 | i | i | -10 | i | 0 | i
O=C(CS(=O)(=O)c1ccccc1)c1cc2ccccc2oc1=O | . | i | i | 9 | -5 | i | i | 0 | i | 2 | i
Cc1ccc(NC(=O)Cn2cc(S(=O)(=O)c3ccccc3)c(=O)c3cc(F)ccc32)cc1 | -0.3 | i | i | 30 | 4 | i | i | 3 | i | 2 | i
CC1CN(C(=O)COc2coc(CN3CCc4ccccc4C3)cc2=O)CC(C)O1 (stereo unspecified) | 0.3 | i | i | -1 | -9 | i | i | . | i | . | i
COc1cc(-c2nc(-c3ccc4c(c3)-c3ccccc3S4(=O)=O)c(-c3ccccc3)[nH]2)cc(OC)c1OC | -0.4 | i | i | -6 | 38 | i | i | -21 | i | -1 | i
CCCCCCCN=C(C)c1ccccc1O | 0.2 | i | i | -8 | -1 | i | i | -3 | i | -4 | i
CCN1/C(=C/c2ccc3ccccc3[n+]2CC)C=Cc2ccccc21 | 1.4 | -13* | i | 10 | 52* | i | i | 66* | i | 48* | i
Nc1cc(Cl)ccc1Oc1ccc(Cl)cc1 | 0.3 | i | i | -8 | 17 | i | i | -23 | i | 2 | i
O=c1cc(C(F)(F)F)[nH]c(=O)n1C1CCCCC1 | -1.2 | i | i | 10 | 11 | i | i | -12 | i | 1 | i
COc1cc(C(C)=O)ccc1OCC(=O)N1CCc2ccccc2C1 | 0.1 | i | i | 8 | -3 | i | i | -23 | i | 0 | i
COc1cc(CNc2ccc(S(N)(=O)=O)cc2)ccc1OCC(=O)NC1CCCCC1 | -0.4 | i | i | -8 | 0 | i | i | 75* | i | -8 | i
COc1ccc(OC)c(C2C(C(C)=O)=C(O)C(=O)N2CCc2ccc(OC)c(OC)c2)c1 (stereo unspecified) | -0.6 | i | i | -3 | 0 | i | i | 15 | i | 10 | i
CCCn1cc2c(c1-c1ccc(C)cc1)c(=O)n(C)c(=O)n2C | 0.2 | i | i | 7 | -10 | i | i | 3 | i | -11 | i
CC1CCN(C(=O)CN(c2ccc3c(c2)OCO3)S(C)(=O)=O)CC1 | -0.1 | i | i | 12 | -2 | i | i | 3 | i | 6 | i
Cc1csc(NC(C)c2nc3cc(C(F)(F)F)ccc3n2CCCO)n1 (stereo unspecified) | -0.4 | i | i | 18 | -6 | i | i | . | i | . | i
CCOCCn1c(CN2CCN(c3ccccc3)CC2)nc2c1c(=O)n(C)c(=O)n2C | -0.1 | -7.4* | i | -2 | 6 | i | i | -6 | i | 7 | i

Part of the list above, as tab-separated lines.
SMILES	HIF act	MrgX1 antagonist	TRPC6 inhibitor	aSyn 5UTR inh	SKKanGAS inh	TRPC6 activator	TRPC4 block	KLF5 inh	TRPC4 potent	IEC-6 cytotox	TRPC4 act
Cc1csc(NC(C)c2nc3cc(C(F)(F)F)ccc3n2CCCO)n1 (stereo unspecified)	-0.4	i	i	18	-6	i	i	.	i	.	i
CCN1/C(=C/c2ccc3ccccc3[n+]2CC)C=Cc2ccccc21	1.4	-13*	i	10	52*	i	i	66*	i	48*	i

The listing continues.
SMILES | HIF act | MrgX1 antagonist | TRPC6 inhibitor | aSyn 5UTR inh | SKKanGAS inh | TRPC6 activator | TRPC4 block | KLF5 inh | TRPC4 potent | IEC-6 cytotox | TRPC4 act
Cc1cc(C)c(NC(=O)COC(=O)/C=C/c2cccs2)c(C)c1 | 0.4 | i | i | 7 | 6 | i | i | -16 | i | 12 | i
CC(C)c1cc(=O)oc2c3c4c(cc12)CCCN4CCC3 | . | i | -5.2* | 7 | 11 | i | i | -3 | i | 0 | i
CCC(=O)Nc1ccc(S(=O)(=O)N2CCc3ccccc3C2)cc1 | -0.6 | -7.9* | i | 14 | 15 | i | i | . | i | . | i
COc1cc(NC(=S)N2c3ccccc3CC2C)cc(OC)c1 (stereo unspecified) | 0.0 | i | i | 27 | 3 | i | i | -5 | i | 5 | i
O=C1NC(CCc2ccccc2)C(=O)N1Cc1cccc2ccccc12 (stereo unspecified) | -0.1 | i | i | 0 | -1 | i | i | 7 | i | -3 | i
NC(=O)CC(NC(=O)c1ccccc1)c1ccc(NCc2ccccn2)c([N+](=O)[O-])c1 (stereo unspecified) | 0.4 | i | i | 0 | -4 | i | i | -16 | i | 0 | i
Cc1ccc2nc(N3CCN(C)CC3)c(C#N)cc2c1 | 2.0 | i | i | -54 | -3 | i | i | -21 | i | -2 | i
CCCOc1cccc(C(=O)O)c1 | 1.5 | i | i | 16 | 10 | i | i | -22 | i | -2 | i
CC1=C(Sc2ccccn2)C(=O)NC(C)(C)C1 | 0.2 | i | i | -17 | -3 | i | i | 12 | i | 0 | i
C/C(=N\NC(=S)NC1CCCCC1)c1ccc(C#N)cc1 | 0.3 | i | i | 33 | -4 | i | i | -18 | i | 4 | i
COc1ccc(CNC(=O)CSc2n[nH]c(C)c2[N+](=O)[O-])cc1 | -0.8 | i | i | -7 | -17 | i | i | -32 | i | 0 | i
Cc1ccccc1C(=O)N1CC(=O)Nc2ccc(F)cc2C1c1ccccc1 (stereo unspecified) | -3.0 | i | i | -3 | 9 | i | i | -21 | i | -2 | i
Cc1ccc(C(=O)Nc2ncccc2C)cc1S(=O)(=O)N1CCCCC1 | 0.1 | i | i | 5 | -4 | i | i | . | i | . | i
CCOC(=O)CSc1nc2c(c(=O)n(C)c(=O)n2C)n1Cc1ccccc1F | -0.4 | i | i | 19 | -5 | i | i | 4 | i | -6 | i
CCn1cc(C(=O)NCc2cccnc2)c(=O)c2cc(F)c(N3CCN(C(=O)c4ccco4)CC3)cc21 | -0.2 | i | i | 7 | 7 | i | i | -33 | i | 2 | i
COc1cccc(CC(NC(C)=O)C(=O)NC2CCN(C(=O)C3CC3)CC2)c1OC (stereo unspecified) | -0.8 | i | i | -11 | -1 | i | i | -41 | i | -3 | i
Cc1[nH]c(C)c(S(=O)(=O)Nc2ccccc2Cl)c1C(=O)N1CCCC1 | 0.2 | i | i | -6 | -1 | i | i | 16 | i | 2 | i
CCN(CC)CCCNc1oc(-c2ccc(OC)c(OC)c2)nc1C#N | 0.2 | i | -6.4* | -10 | -1 | i | i | -19 | i | 0 | i
Cc1ccc(S(=O)(=O)Oc2ccc(/C=N/NC(=O)c3ccncc3)cc2)cc1 | 0.3 | i | i | -12 | -2 | i | i | -26 | i | 4 | i
CCOc1ccccc1N1CC(C(=O)Nc2cc(Cl)ccc2-n2cncn2)CC1=O (stereo unspecified) | -0.8 | i | i | 5 | -11 | i | i | . | i | . | i
Cc1c(C)c2ccc(OCC(=O)NCc3ccccn3)cc2oc1=O | 0.1 | i | i | 1 | -2 | i | i | -13 | i | 3 | i
CCOC(=O)c1c(C)[nH]c(C(=O)OCC(=O)N2c3ccccc3CC2C)c1C (stereo unspecified) | 0.6 | i | i | 3 | 16 | i | i | -30 | i | 1 | i
CCOc1ccccc1NC(=S)N(CCCN1CCOCC1)Cc1cn(C)c2ccccc12 | -0.4 | i | i | -13 | -5 | i | i | 32 | i | 8 | i
c1ccc2c(c1)nc(N1CCCCCC1)c1ccccc12 | -0.9 | i | i | 20 | 3 | i | i | -4 | i | 0 | i
COc1ccccc1N/N=C/c1c(CO)cnc(C)c1O | -0.3 | i | i | -23 | 4 | i | i | -3 | i | 0 | i
Cc1ccc(S(=O)(=O)N/N=c2\oc3ccccc3cc2C(=O)Nc2cccc(C)c2)cc1 | 6.1 | i | i | -85 | 2 | i | i | -25 | i | 4 | i
Cc1cccc(OCC(=O)N2CCN(C(=O)c3ccco3)CC2)c1 | -0.1 | i | i | -16 | -4 | i | i | -13 | i | 2 | i
COc1ccc(OCC(=O)N/N=C(\C)CC(=O)Nc2cccc([N+](=O)[O-])c2)cc1 | 0.1 | -11* | i | 10 | 5 | i | i | -38 | i | -3 | i
Cc1cc(C)cc(N(CC(=O)N2CCOCC2)S(=O)(=O)c2ccccc2)c1 | -0.1 | i | i | 5 | -1 | i | i | -10 | i | -4 | i
CC(C)OC(=O)CSc1nc(Cc2cccs2)nc2ccccc12 | -0.5 | i | i | 4 | 22 | i | i | -2 | i | -11 | i
COc1ccc(C(=O)NC2CCN(CC(=O)N3CCCCC3)CC2)cc1 | 0.2 | i | i | 10 | -2 | i | i | -2 | i | 4 | i
CC(=O)c1ccc2cccc3c2c1N=CN3C | 0.4 | i | -8.9* | 6 | -8 | i | i | 9 | i | -8 | i
CCCCOc1ccc(C(=O)N/C(=C\c2ccc([N+](=O)[O-])cc2)C(=O)OCc2ccco2)cc1 | 0.5 | i | i | -13 | . | i | i | -18 | i | -1 | i
NS(=O)(=O)c1ccc(NC(=O)COC(=O)c2cnccn2)cc1 | -0.4 | i | i | 30 | -3 | i | i | -7 | i | 2 | i
COc1ccc(NC(=O)CN(C)S(=O)(=O)c2ccc3c(c2)CC(C)N3C(C)=O)cc1OC (stereo unspecified) | -0.4 | i | i | 31 | -4 | i | i | -37 | i | -2 | i
O=C(Nc1cccc(C(F)(F)F)c1)C1CCCN1S(=O)(=O)c1cccc2cccnc12 (stereo unspecified) | 0.0 | i | i | 30 | 0 | i | i | -10 | i | -4 | i
COc1cccc2cc(C(=O)NCCN3CCOCC3)c(=O)oc12 | -2.0 | i | i | -1 | -4 | i | i | -18 | i | -3 | i

Screens from PubChem BioAssay.
